D1 agonist = Allosteric Agonists of the Human D1 Dopamine Receptor: qHTS; D(1A) dopamine receptor (Homo sapiens), P21728; HEK293 T-REx D1 cells, calcium flux, agonist mode; activation, % at 2 µM; actives 1% (n = 360,000); in the data active = activation above about 30%; also: 0% is about no effect
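Tetracycline-induced HEK293 TREx D1 cells, force-coupled to calcium signalling, were dye-loaded with a no-wash calcium kit. Compound was pin-added after a 10 s baseline. Fluorescence was read kinetically at 1 cycle/s for 180 s, with calcium rises flagged as agonism.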
D2 agonist = HTS Assay for Allosteric Agonists of the Human D2 Dopamine Receptor: Primary Screen for Agonists. AID 485358, 2010. activation, % at 2 µM. D(2) dopamine receptor (Homo sapiens), P14416. actives 0.53% (n = 340,000). HEK293 T-REx D2 cells, calcium flux agonist mode;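 active = activation over 3 SD above normal in the single-dose calcium agonist read, cut at about 30% in these data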; also: 0% is about no effect
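Calcium-flux readout, 1 cycle/sec over 180 s following compound pin transfer, in inducible HEK293 Trex D2 cells (force-coupled); dopamine controls included. Positive calcium responses during this window marked compounds as potential agonists.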
RXFP1 ag = qHTS Assay for Agonists of the Relaxin Receptor RXFP1. AID 2676, 2010. HEK293T-RXFP1 cAMP TR-FRET, 30 min; response scale: percent of porcine relaxin response, buffer zero. Relaxin receptor 1 (Homo sapiens), Q9HBX9. Potency, µM (titrated, usually from 57.5 µM), without a hit: at the top dose activation, hits mostly activators. actives 0.3% (n = 370,000); active = well fitted activation curve with a large enough effect; also: potency is read from the fitted curve at half-maximal effect; % is scaled to controls: 0 for no effect and ±100 for the full control effect; nearly all actives have a fitted effect of over 60% in size; many of its hits are not listed in these tables
Target sequence (Q9HBX9 whole entry, looked up): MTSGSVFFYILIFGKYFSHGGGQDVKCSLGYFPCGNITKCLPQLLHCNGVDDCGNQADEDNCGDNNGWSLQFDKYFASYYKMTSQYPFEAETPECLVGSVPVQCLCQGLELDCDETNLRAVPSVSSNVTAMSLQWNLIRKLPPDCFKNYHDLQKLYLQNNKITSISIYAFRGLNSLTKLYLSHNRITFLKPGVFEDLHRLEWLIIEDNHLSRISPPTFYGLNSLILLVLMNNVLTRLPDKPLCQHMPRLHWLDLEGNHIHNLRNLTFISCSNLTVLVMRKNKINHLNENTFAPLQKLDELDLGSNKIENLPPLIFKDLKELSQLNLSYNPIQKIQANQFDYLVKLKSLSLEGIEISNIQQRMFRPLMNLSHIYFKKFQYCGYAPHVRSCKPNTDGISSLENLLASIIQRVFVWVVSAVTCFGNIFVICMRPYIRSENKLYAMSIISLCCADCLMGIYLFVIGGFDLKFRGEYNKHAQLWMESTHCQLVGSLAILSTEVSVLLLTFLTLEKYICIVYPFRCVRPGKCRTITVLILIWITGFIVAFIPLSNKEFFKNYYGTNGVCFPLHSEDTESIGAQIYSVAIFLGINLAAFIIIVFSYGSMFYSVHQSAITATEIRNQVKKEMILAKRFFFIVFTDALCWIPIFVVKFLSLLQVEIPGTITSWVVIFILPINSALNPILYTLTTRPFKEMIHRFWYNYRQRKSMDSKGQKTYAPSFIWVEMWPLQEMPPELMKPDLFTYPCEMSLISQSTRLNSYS
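Agonist response is measured as cAMP accumulation in an RXFP1-transfected HEK293T line under PDE4 inhibition. Values are scaled between buffer-only and 29 nM porcine relaxin, and EC50s come from standard Hill equation fits.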
TRHR PAM = qHTS for Small Molecule Agonists and Allosteric Enhancers of Human TRH Receptor: Primary Screen for Enhancers; TRHR cells, fluo-8 calcium fluorescence, EC20 TRH enhancement; AID 493056, 2011; actives 0.66% (n = 360,000); enhancement, % at 2 µM; in the data active = enhancement above about 30%; also: 0% is about no effect
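TRHR-expressing cells loaded with fluo-8 calcium dye were read kinetically (ex 480/em 530) during compound addition, then stimulated with an EC20 of TRH (10 nM final). Enhancement of the Gq-mediated intracellular calcium response was scored.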
D2 antag = HTS Assay for Allosteric Antagonists of the Human D2 Dopamine Receptor: Primary Screen for Antagonists. inhibition, % at 10 µM. HEK293 TREx D2 cells, calcium flux, dopamine EC80. actives 2% (n = 340,000); in the data active = inhibition above about 30%; also: 0% is about no effect
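Tetracycline-induced HEK293 TREx cells expressing D2 receptor forced-coupled to calcium signalling, loaded with no-wash calcium dye. Compounds added and calcium flux read 180 s, then dopamine added at EC80 and read a further 180 s.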
D2 PAM = HTS Assay for Positive Allosteric Modulators of the Human D2 Dopamine Receptor: Primary Screen for Potentiators; D(2) dopamine receptor (Homo sapiens), P14416; HEK293 T-REx D2, calcium flux, EC20 dopamine potentiation; potentiation, % at 10 µM; actives 0.34% (n = 340,000); AID 485347, 2010;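 active = potentiation over 3 SD above the plate norm, cut at about 30% in these data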; also: 0% is about no effect
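Tetracycline-induced Hek293 Trex D2 cells, force-coupled to calcium, loaded with no-wash calcium dye. Compound added with 180 s kinetic read for agonism, then EC20 dopamine and a further 180 s read for potentiation.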
RXFP1 antagonist = qHTS Assay for Antagonists of the Relaxin Receptor RXFP1; actives 0.59% (n = 350,000); HEK293-RXFP1, relaxin-stimulated cAMP HTRF, 30 min; active compounds read low; Relaxin receptor 1 (Homo sapiens), Q9HBX9; activity change, negative = inhibition, % at 57.5 µM;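 active = activity change of -60% or lower, but not beyond a set lower limit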; also: % is scaled to controls: 0 for no effect and ±100 for the full control effect
D1 antagonist = Antagonist of Human D 1 Dopamine Receptor: qHTS | activity change, negative = inhibition, % at 10 µM | D(1A) dopamine receptor (Homo sapiens), P21728 | actives 3.2% (n = 360,000) | HEK293 TREx D1 cells, calcium flux, dopamine EC80; active compounds read low; in the data active = activity change below about -30%; also: % is scaled to controls: 0 for no effect and ±100 for the full control effect
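Inducible Hek293 Trex D1 cells (tetracycline, overnight, 30 C). Calcium dye 30–90 min RT. Antagonist mode: EC80 dopamine added after 180 s compound read.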
D1 PAM = Potentiators of Human D1 Dopamine Receptor: qHTS; HEK293 TREx D1 cells, calcium flux, dopamine EC20 potentiation; actives 0.036% (n = 360,000); potentiation, % at 10 µM; D(1A) dopamine receptor (Homo sapiens), P21728; in the data active = potentiation above about 30%; also: 0% is about no effect
Starred values were filed as active, the others as inactive; / = no result given. Only part of the results is shown; rates above refer to the full screens.

SMILES | D1 agonist | D2 agonist | RXFP1 ag | TRHR PAM | D2 antag | D2 PAM | RXFP1 antagonist | D1 antagonist | D1 PAM
Cc1ccc(Cn2cc(/C=N/Nc3ccc([N+](=O)[O-])cn3)c3ccccc32)cc1 | 14 | 2.1 | 2.7% | -4 | 5 | -2 | -12 | 8 | -1
COc1ccc(-n2ccnc(SCC(=O)NCc3ccc(C)cc3)c2=O)cc1Cl | 1 | -1.0 | 1.9% | 1 | 2 | 1 | -21 | -1 | 0
C=CCNC(=S)NNC(=O)c1ccc(Br)cc1 | 1 | / | 1.8% | 4 | / | / | -1 | -26 | 1
Cc1cccc(Nc2nc(N)c(C#N)c(CC#N)c2C#N)c1 | 4 | 1.8 | 1.9% | -5 | 13 | 7 | 15 | 5 | -4
O=C(O)c1ccc2c(c1)C(=O)N([C@H](Cc1ccccc1)C(=O)O)C2=O | 3 | / | 0.2% | 1 | / | / | / | 11 | -6
COc1cc(C2=NOC(C(=O)NC3CCCCC3)C2)cc(OC)c1OC (configuration not stated) | 3 | -0.1 | 4.1% | -5 | 0 | -6 | 9 | 4 | -6
COc1ccc(-c2nnc(SCC(=O)Nc3ccccc3)n2C)cc1 | 0 | 0.2 | 0.2% | -17 | 25 | 13 | 4 | -8 | -2
Cc1c(Cc2ccccc2)c(NCCN(C)C)n2c(nc3ccccc32)c1C#N | 1 | -1.2 | 6.5% | 0 | -5 | -21 | -23 | -13 | -6
CCn1cc(C(=O)Nc2ccc(NC(=O)c3ccco3)cc2)c(=O)c2ccc(C)nc21 | 1 | -0.6 | 0.3% | -6 | -8 | 5 | 8 | -19 | -7
CCc1nn(CC(=O)Nc2ccc(Br)c(C)c2)c(=N)s1 | 5 | -0.9 | 0.0% | -4 | 14 | -18 | 3 | / | -4
CCCCC(=O)NC(=S)Nc1ccc(NC(=O)C(C)C)c(OC)c1 | 1 | -0.1 | 0.7% | -9 | -24 | 16 | -14 | 1 | -4
Cc1ccc(NC(=O)Nc2cc(Cl)ccc2C2COC(=O)C2=N)cc1 (configuration not stated) | 7 | 2.6 | 1.1% | 2 | -7 | -9 | -22 | -1 | 0
CC(=O)Nc1ccc(S(=O)(=O)N(C)CC(=O)OCC(=O)N2CCc3ccccc32)cc1 | 1 | -0.7 | 2.7% | 0 | -3 | -15 | -5 | -13 | -6
C/C(=N\NC(=O)CCn1nnc2ccccc21)c1ccco1 | 5 | -0.6 | 1.9% | -1 | 6 | -4 | / | -10 | -4
Cc1ccccc1NC(=O)CS(=O)(=O)c1cn(CC(=O)N2CCOCC2)c2ccccc12 | 2 | 0.3 | -2.5% | 1 | -5 | -4 | 3 | 7 | 0
C=CCn1c(SC(F)F)nc2scc(-c3ccco3)c2c1=O | 5 | 0.8 | -0.2% | -1 | 0 | 13 | -30 | -5 | 22
CCOC(=O)C1CCN(C(=O)c2ccccc2CCc2ccccc2)CC1 | 1 | -0.4 | -0.5% | 0 | -9 | 4 | 8 | 3 | -5
CN(C)CCCNc1c2c(nc3ccccc13)CCC2 | 3 | -0.3 | 1.6% | 3 | -15 | 6 | 1 | 2 | -2
Cc1ccc(S(=O)(=O)N2CCCC2)cc1C(=O)NC1CCCCC1 | 3 | 0.3 | -0.7% | -6 | 0 | 28 | 8 | 6 | 2
O=C(c1ccccc1)C(c1ccccc1)c1ccccc1 | 7 | -2.3 | -1.5% | 5 | 10 | 0 | / | -15 | -4
CCN1C(=O)c2cccc3c(S(=O)(=O)Nc4ccccc4OC)ccc1c23 | 0 | 2.5 | 4.5% | 18 | -7 | 12 | -7 | -10 | -4
Cc1cccc(C(c2sc3nc(-c4ccco4)nn3c2O)N2CCN(c3ccccc3F)CC2)c1 (configuration not stated) | 1 | / | 0.4% | 0 | / | 13 | -4 | / | 1
CCOC(=O)Cn1cnc2c(nnn2-c2ccccc2)c1=O | 3 | -0.6 | 2.7% | -2 | -10 | 6 | -6 | 1 | 1
CCC1CCCCN1CCCNC(=O)c1c(C)oc2ncn(CC(C)C)c(=O)c12 (configuration not stated) | -1 | 0.8 | 0.8% | -13 | / | -3 | / | 9 | -2
CCC(CC)NCC(O)COc1ccc(Br)cc1 (configuration not stated) | 12 | 0.1 | 2.9% | 6 | 7 | -5 | -8 | -5 | -2
CC(C)NC(=O)/C(C#N)=C\c1ccc(N(C)C)o1 | 3 | 0.8 | -0.3% | 2 | 40* | 1 | -17 | -5 | 3
N#Cc1c(C(F)(F)F)cc(-c2cccs2)nc1SCc1ccc(Cl)nc1 | 6 | -0.7 | 4.2% | -12 | 10 | 5 | 0 | -5 | -7
COC(=O)c1c(Oc2ccc(Br)cc2)nnc(-c2ccccc2)c1-c1ccccc1 | 5 | 6.9 | -0.3% | -6 | / | -1 | -6 | -1 | 0
CCOC(=O)C1=C(C)N(C)C(=S)NC1c1ccccc1 (configuration not stated) | 0 | -1.7 | -0.9% | 1 | 1 | 22 | -1 | 0 | -6
O=C(Cc1cccs1)NCc1ccco1 | 3 | -0.4 | -0.4% | -4 | 3 | 8 | -4 | 3 | 5
COc1cccc(CN2CC(C(=O)N3CCN(c4ccc(Cl)cc4)CC3)CCC2=O)c1 (configuration not stated) | 4 | 0.1 | -1.6% | 2 | 18 | 14 | -7 | -7 | 8
Cc1ccccc1-n1nnnc1SCC(=O)NCC1CCCO1 (configuration not stated) | 4 | 0.1 | -0.5% | 5 | 13 | 6 | -4 | 3 | 12
O=C(Nc1ccc2oc(-c3ccccc3)nc2c1)c1ccc2ccccc2c1 | 2 | -1.7 | 21% | -1 | / | 4 | -5 | 3 | -1
CN(C)c1ccc(C(CNC(=O)c2ccccc2)c2c[nH]c3ccccc23)cc1 (configuration not stated) | 0 | -0.9 | 2.6% | 3 | 12 | -1 | -7 | -17 | 2
CCCOc1ccc(C(=O)N2CCCC2C(=O)O)cc1 (configuration not stated) | 1 | -0.4 | 0.3% | 6 | 7 | -5 | -2 | -4 | 0
CCc1nnc(NC(=O)CCc2ccccc2OC)s1 | 1 | -0.6 | 0.3% | 5 | 3 | -4 | 10 | 9 | 2
Cc1ccc(N(CC(=O)NN=C2CCN(C)CC2)S(=O)(=O)c2ccc(C)cc2)cc1 | 5 | / | 1.8% | -7 | / | / | -8 | 1 | 1
CCOc1ccc(C(=O)Nc2ccc(Cc3ccncc3)cc2)cc1Br | 2 | -0.2 | 1.8% | 0 | 4 | / | -13 | 9 | 1
CCN(CC(=O)NCc1ccc(F)cc1)C(=O)CN1CCN(c2ccccc2OC)CC1 | 0 | -0.4 | -0.3% | 15 | -14 | -18 | -12 | -8 | -2
CC(=O)c1cccc(CN2CCC(n3nccc3NC(=O)CCc3ccccc3)CC2)c1 | 0 | 7.7 | -3.1% | 1 | 16 | -8 | -18 | 7 | -2

Record cards (already shown). Order of screens: D1 agonist, D2 agonist, RXFP1 ag, TRHR PAM, D2 antag, D2 PAM, RXFP1 antagonist, D1 antagonist, D1 PAM
`CCOC(=O)C1=C(C)N(C)C(=S)NC1c1ccccc1` (configuration not stated) as listed: 0, -1.7, -0.9%, 1, 1, 22, -1, 0, -6
`CCN(CC(=O)NCc1ccc(F)cc1)C(=O)CN1CCN(c2ccccc2OC)CC1` as listed: 0, -0.4, -0.3%, 15, -14, -18, -12, -8, -2
`O=C(Nc1ccc2oc(-c3ccccc3)nc2c1)c1ccc2ccccc2c1` as listed: 2, -1.7, 21%, -1, /, 4, -5, 3, -1
`CCC(CC)NCC(O)COc1ccc(Br)cc1` (configuration not stated) as listed: 12, 0.1, 2.9%, 6, 7, -5, -8, -5, -2
`O=C(Cc1cccs1)NCc1ccco1` as listed: 3, -0.4, -0.4%, -4, 3, 8, -4, 3, 5

Next section.
SMILES | D1 agonist | D2 agonist | RXFP1 ag | TRHR PAM | D2 antag | D2 PAM | RXFP1 antagonist | D1 antagonist | D1 PAM
CSc1nc(O)c(/C=C2\C=Nc3ccccc32)[nH]1 | 1 | -2.5 | -1.7% | 6 | 29 | -3 | -15 | -2 | -1
COc1ccc(OCC(O)CN(C2CCCCC2)C2CCCCC2)cc1 (configuration not stated) | -1 | -0.6 | 0.7% | -10 | -7 | -1 | 7 | 11 | -1
COc1ccc(NS(=O)(=O)c2ccc(N3CCCC3)c(NC(=S)Nc3cccc(C)c3C)c2)cc1 | 3 | -1.0 | -0.2% | -9 | 8 | -10 | / | 5 | -9
Cc1nc2scc(-c3ccccc3)c2c(=O)n1/N=C/c1ccco1 | 6 | -0.3 | 0.2% | -11 | -2 | -3 | -13 | -18 | -8
CCc1cc(=O)oc2cc(OCC(=O)NCCN3CCOCC3)c(Cl)cc12 | 5 | 0.6 | 5.8% | -3 | 10 | 1 | -1 | -18 | 1
COc1ccc(N2CC(C(=O)N/N=C/c3ccc(C)cc3)CC2=O)cc1 (configuration not stated) | 1 | -0.8 | 1.6% | 1 | 4 | 2 | -5 | 1 | 1
O=C(CN1CCN(c2ccc(O)cc2)CC1)NC(c1ccccc1)c1ccccc1 | 11 | 0.5 | -0.3% | 0 | 1 | -2 | -2 | 32 | 0
Cc1[nH]nc(-c2ccc(OCc3cnn(-c4ccccc4)c3)cc2O)c1Oc1ccc(Cl)cc1 | 10 | 0.2 | 1.6% | 5 | -25 | -20 | 21 | 17 | 2
CCOc1ccc(N2CC(NC(=O)C3CC3)CC2=O)cc1 (configuration not stated) | 1 | 1.2 | 0.3% | 3 | / | -11 | 9 | / | 0
CCCOC(=O)c1ccc(NC(=O)C(CC)CC)cc1 | 5 | / | 0.9% | 2 | / | 0 | -6 | -5 | -4
CCOc1ccccc1NC(=O)c1cc(-c2cc(OC)c(OC)c(OC)c2)nc2ccccc12 | 1 | -0.4 | 4.0% | -5 | -12 | 20 | 8 | 5 | 2
O=C(NCCc1ccccc1)c1ccc(Cn2c(SCc3ccccc3)nc3cccnc32)cc1 | 15 | 4.2 | 17% | 8 | / | / | -19 | 9 | -1
O=C1CN(C(=S)NC(=O)c2ccccc2[N+](=O)[O-])CCN1 | 0 | 0.6 | 0.2% | -3 | 6 | -3 | 11 | -26 | -3

Compound activity as filed in PubChem.
